Compound activity from PubChem BioAssay.
AmpC inh det – Promiscuous and Specific Inhibitors of AmpC Beta-Lactamase (assay with detergent). Potency, µM (highest dose often 28.7 µM), for inactives: top-dose activity change, negative = inhibition. 71,000 tested, 0.09% active. P00811. AID 584, 2007. purified AmpC, nitrocefin hydrolysis with detergent; active = well fitted curve in the direction sought with a large enough effect
Target sequence (P00811 whole entry, looked up): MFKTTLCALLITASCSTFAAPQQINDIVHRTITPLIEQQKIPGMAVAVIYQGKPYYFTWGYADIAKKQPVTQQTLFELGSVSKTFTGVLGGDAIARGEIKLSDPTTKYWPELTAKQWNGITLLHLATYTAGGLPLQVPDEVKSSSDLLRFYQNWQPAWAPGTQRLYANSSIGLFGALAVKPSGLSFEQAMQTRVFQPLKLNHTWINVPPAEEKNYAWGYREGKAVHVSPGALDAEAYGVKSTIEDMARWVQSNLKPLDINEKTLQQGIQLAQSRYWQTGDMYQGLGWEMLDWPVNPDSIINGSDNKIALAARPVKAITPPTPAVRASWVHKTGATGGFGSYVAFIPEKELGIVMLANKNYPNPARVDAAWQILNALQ
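E. coli AmpC (5.3 nM) in 20 mM phosphate pH 7.0 with 0.01% Triton X-100, preincubated 15 min RT with compound; nitrocefin (2 uL of 800 uM stock) hydrolysis followed by 480 nm absorbance every 20 s over 4 min.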
Numbers without * were called inactive; & = joins results of further samples; [ ] = another dose, or the depositor's remark. % is set by controls: 0 for no effect and ±100 for the full control effect; potency is the fitted concentration of half-maximal effect. This is a subset. The share of hits here may be higher or lower than overall.

SMILES	AmpC inh det
Cc1cc(Cl)ccc1OCc1nc(-c2ccc(O)cc2)n[nH]1	1%
O=C1CC(N2CCN(c3nc4ccccc4s3)CC2)C(=O)N1c1ccc(F)cc1 (stereo unspecified)	-2%
COCCNC(=O)CN(C(=O)CCC(=O)Nc1ccccn1)c1ccc(F)cc1	-1%
CCCCn1cnc2c1c(=O)n(C)c(=O)n2C	-2%
O=C(CSC1=Nc2ccccc2C2=NC(CC(=O)NCc3ccco3)C(=O)N12)NCC1CCCO1 (stereo unspecified)	1%
COc1ccc(NCC(=O)Nc2ccc(Cl)cc2C)c(OC)c1	-2%
Cc1ccc(S(=O)(=O)CC2CSc3nnc(C)c(=O)n32)cc1 (stereo unspecified)	-1%
CCc1c2c(nc3cccc(OC)c13)OC(CC)C2 (stereo unspecified)	-5%
O=S(=O)(c1ccccc1)N1CCC2(CC1)CN(c1ccccc1)C2	1%
COc1ccc(N2C(=O)CC(N3CCN(S(=O)(=O)c4c(F)cccc4F)CC3)C2=O)cc1OC (stereo unspecified)	0%
CCOc1cc(C)c(S(=O)(=O)Nc2ccc(Cl)cn2)cc1C	12%
O=c1cc(CN2CCN(Cc3ccccc3)CC2)c2cc(Cl)ccc2o1	-2%
COCC(C)N=CC1=C(O)CC(C)(C)CC1=O (stereo unspecified)	6%
Cc1cc(S(=O)(=O)NCCN2CCOCC2)c(C)s1	-1%
CCOC(=O)C1CCN(C(=O)Cn2cc3c(n2)CCC(C)C3)CC1 (stereo unspecified)	3%
Cc1cc(-c2ccc(N3C(=O)CCC3=O)c(C)c2)ccc1N1C(=O)CCC1=O	-4%
Cn1c(N)c(C(=O)CSc2ccc3c(c2)OCCO3)c(=O)n(C)c1=O	-4%
COc1ccccc1NC(=O)CN1CCN(CC(=O)Nc2ccc(OCc3ccccc3)cc2)CC1	-4%
O/N=C(/CN(O)/C=C1/C=CC=N1)c1cccs1	-3%
CCOC(=O)N1CCN(c2nc3c(c(=O)[nH]c(=O)n3C)n2Cc2ccccc2Cl)CC1	-2%
O=C1c2ccccc2C(=O)N1CCCC(=O)N1CCc2ccccc21	1%
CCOC(=O)Cc1csc(Nc2c(C)n(C)n(-c3ccccc3)c2=O)n1	-2%
CC1(C)[C@@H](CC(=O)O)CCC[C@@H]1CC(=O)O	-1%[5.75 µM]
CCn1c(SCC(=O)Nc2cc(C)on2)nc2sc(C)c(C)c2c1=O	-4%
CCCC(=O)N1CCN(c2ccc(NC(=O)c3ccc(Br)o3)cc2)CC1	-5%
CC(=O)NC(Cc1ccccc1F)C(=O)NC1CCN(C(=O)c2cnccn2)CC1 (stereo unspecified)	-2%
O=C(O)CCCn1nc(C(F)(F)F)c2c1CCCCC2	8%
CCOC(=O)c1nnn(-c2nonc2N)c1CN(C)C1CCCCC1	-4%
CCOC(=O)C(C(=O)Nc1ccccn1)C1CCCCC1 (stereo unspecified)	7%
CCC(CC)C(=O)Nc1cc(C)cc(C)c1	-5%

Reformatted comma-delimited: 4 of the compounds above.
structure,AmpC inh det
Cc1cc(-c2ccc(N3C(=O)CCC3=O)c(C)c2)ccc1N1C(=O)CCC1=O,-4%
O=C1c2ccccc2C(=O)N1CCCC(=O)N1CCc2ccccc21,1%
CC(=O)NC(Cc1ccccc1F)C(=O)NC1CCN(C(=O)c2cnccn2)CC1 (stereo unspecified),-2%
CCC(CC)C(=O)Nc1cc(C)cc(C)c1,-5%

Going on with the list.
SMILES	AmpC inh det
CCCn1nc(C(=O)Nc2cccc(C(=O)OC)c2)c2ccccc2c1=O	0%
CCN(Cc1ccccc1)S(=O)(=O)c1ccc(C(=O)Nc2nnc(-c3ccccc3OC)o2)cc1	-2%
COCc1cc(C)n(CC(=O)NC(C)c2ccccc2)c(=O)c1C#N (stereo unspecified)	5%
O=C(NCC(=O)N(Cc1ccccc1)C(C(=O)NC1CCCC1)c1ccco1)c1ccco1 (stereo unspecified)	-4%
COc1ccc(CCNC(=O)c2ccc(NS(=O)(=O)c3c(C)noc3C)cc2)cc1OC	-2%
COc1ccc(NC(=O)c2c(NC(=O)CNCc3ccco3)sc3c2CCC3)c(OC)c1	9%
CN(c1ccc(C(=O)Nc2ccccc2C(F)(F)F)cc1)S(C)(=O)=O	-3%
CSCCOC(=O)C1=C(C)NC(=O)CC1c1ccccc1Cl (stereo unspecified)	-5%
CC1(C)CC(=O)c2c(nn(-c3ccccc3)c2N)C1	11%
CC(=NCCCN1CCOCC1)c1c(O)n(Cc2ccccc2)c(=O)[nH]c1=O	-2%
c1ccc2c(c1)N1CCN=C1N2CCN1CCCCC1	-3%
O=c1[nH]c(=O)n(Cc2ccc(F)cc2)c(O)c1C=NCCN1CCCCC1	-3%
Oc1ccc(CNc2ccccc2)c2cccnc12	20%
CCCCC(=O)Nc1ccc2c(c1)nc(CCN1CCOCC1)n2C	-3%
Cc1ccc(NC(=O)c2nnn(-c3cc(C)cc(C)c3)c2N)cc1	-4%
COC[C@@H]1OC(=O)c2coc3c2[C@]1(C)C1=C(C3=O)[C@H]2CCC(=O)[C@]2(C)C[C@@H]1OC(C)=O	0%
CCCC(c1nnnn1C(C)(C)CC)N(Cc1ccco1)Cc1cc2ccc(OC)cc2[nH]c1=O (stereo unspecified)	3%
COc1ccc(C(=O)Nc2nnc(C(F)(F)F)s2)cc1	-2%
Cc1cc(C(=O)NCc2cccs2)cs1	-4%
CCc1c2c(nc3c(C(C)C)cccc13)-c1cccc(=O)n1C2	-6%
CCOC(=O)c1cn(CC)c2cc(N3CCSCC3)c(F)cc2c1=O	0%
O=S(=O)(CCN(CCS(=O)(=O)C(F)(F)F)CC1CCCO1)C(F)(F)F (stereo unspecified)	-3%
Fc1cc2ncn(Cc3ccccc3)c2cc1F	-2%
N#Cc1cnc(SCC(=O)c2ccccc2)nc1N	12%
Cc1ccc2c(Cl)cc(Cl)c(OCC(=O)NC(=O)NCc3ccco3)c2n1	1%
COCCSc1nnc(NS(=O)(=O)Cc2ccccc2)s1	-3%
CC[N+](C)(C)Cc1ccccc1Br	-3%[12.8 µM]
CN(CC(=O)NCc1cccc(F)c1)C(=O)c1ccco1	3%
CC[C@H]1C2=C3C(CC[C@H]4C(OCc5ccc(F)cc5C(F)(F)F)OC[C@](C)([C@@H]34)N(C(=O)OC(C)(C)C)C2)C(COC(C)=O)C1COC(C)=O (stereo partly specified)	0%
Cc1cccc(-c2nc(CSCC(=O)N3CCN(Cc4ccc5c(c4)OCO5)CC3)c(C)o2)c1	1%

5 entries from above, in markdown.
| Compound | AmpC inh det |
| --- | --- |
| COCCSc1nnc(NS(=O)(=O)Cc2ccccc2)s1 | -3% |
| CC[N+](C)(C)Cc1ccccc1Br | -3%[12.8 µM] |
| CN(CC(=O)NCc1cccc(F)c1)C(=O)c1ccco1 | 3% |
| CC[C@H]1C2=C3C(CC[C@H]4C(OCc5ccc(F)cc5C(F)(F)F)OC[C@](C)([C@@H]34)N(C(=O)OC(C)(C)C)C2)C(COC(C)=O)C1COC(C)=O (stereo partly specified) | 0% |
| Cc1cccc(-c2nc(CSCC(=O)N3CCN(Cc4ccc5c(c4)OCO5)CC3)c(C)o2)c1 | 1% |

(next part)
SMILES	AmpC inh det
Cc1noc(C)c1S(=O)(=O)N1CCC(C(=O)N(C)Cc2ccccc2)CC1	-2%
c1nc(NC2CCNCC2)c2cc(-c3ccoc3)ccc2n1	6%
C=CCc1ccccc1OCC(O)Cn1ccnc1C (stereo unspecified)	-1%
CSc1oc(-c2ccco2)nc1S(=O)(=O)c1ccc(Br)cc1	15%
CC1(C)Cc2ccccc2-c2nnc(SCC(=O)N3CCN(c4ccccc4)CC3)n21	1%
O=C(O)CCCNCc1ccccc1F	2%
CCOC(=O)c1ccc(NC(=O)CN2CCc3ccccc3C2)cc1	-3%
COC(=O)c1[nH]c2cc(OC)ccc2c1NC(=O)CN1CCOCC1	-2%
N#CC1=C(N)Oc2c(oc(CO)cc2=O)C1c1cccs1 (stereo unspecified)	-8%
O=C(CCC(=O)OCC(=O)c1ccccc1)NC1CCCCC1	6%
Cc1ccc(-c2nc(-c3ccccc3)no2)c(Cl)c1	11%
O=C(CCC1COc2ccccc2O1)N1CCCC1 (stereo unspecified)	-5%
CN(C)C(=O)c1ccc(-c2ccc3ncnc(NCCN4CCOCC4)c3c2)cc1	9%
O=C(c1ccncc1)N1CCC2(CCCN(c3ccccc3)C2)CC1	-1%
C=CCOC(=O)c1sc(NC(=O)c2ccco2)nc1C	3%

3 structures out of the list, ordered by formula weight, rising:
SMILES	AmpC inh det
C=CCc1ccccc1OCC(O)Cn1ccnc1C (stereo unspecified)	-1%
O=C(CCC(=O)OCC(=O)c1ccccc1)NC1CCCCC1	6%
O=C(c1ccncc1)N1CCC2(CCCN(c3ccccc3)C2)CC1	-1%

Additional structures
SMILES	AmpC inh det
CCc1ccc(N2C(=O)C3ON(c4ccccc4)C(c4ccco4)C3C2=O)cc1 (stereo unspecified)	-1%
OC(c1ccc2c(c1)OCO2)c1nccc2ccccc12 (stereo unspecified)	8%
COc1ccc(NC2CS(=O)(=O)CC2NCc2ccco2)cc1 (stereo unspecified)	-2%
CCOc1ccccc1NC(=O)c1ccc2nccnc2c1	-2%
Cc1ccc(N2CC(C(=O)NCc3ccccn3)CC2=O)cc1 (stereo unspecified)	-1%
Cc1cccc2cc(CN(Cc3ccco3)C(=O)c3cccs3)c(=O)[nH]c12	-9%
O=C(COc1nc2ccccc2nc1N1CCOCC1)N1CCc2ccccc21	-2%
CCOC(=O)CNC(=O)c1cn(CC)c(=O)c2cc(OC)c(OC)cc12	9%
CCN1C(=O)c2ccccc2S(=O)c2ccc(C(=O)N3CCN(C(=O)c4ccco4)CC3)cc21 (stereo unspecified)	0%
Cc1ccc(N2CC(C)Cn3c2nc2c3c(=O)n(CC(=O)OCc3ccccc3)c(=O)n2C)cc1C (stereo unspecified)	10%
COC(=O)c1ccc(NC(=O)Cc2ccccc2)cc1	-2%
O=S(=O)(NCCCCCCc1ccccc1)c1cccc2c(Cl)cccc12	-3%
CCOC(=O)c1ccccc1NC(=O)c1ccccc1NS(C)(=O)=O	-6%
Cc1cc(C(=O)CSc2nnc(-c3ccco3)o2)c(C)n1-c1ccc2c(c1)OCCO2	0%
CCOc1ccc(N2CC(C(=O)Nc3ccc(F)cc3F)CC2=O)cc1 (stereo unspecified)	-1%
CCOC(=O)Cc1nn(C)c(=O)c2ccccc12	0%
CSc1ccc(S(=O)(=O)Nc2ccc(NC(C)=O)cc2)cc1	19%
CCCOc1ccc(-c2nnn(CC(=O)Nc3cccc(C(=O)OC)c3)n2)cc1	-6%
COc1ccc(C(=O)C(Cc2ccccc2)N(C)C)cc1 (stereo unspecified)	-3%
CCCn1c(=O)c2ccccc2n2c(SCc3nc4ccccc4s3)nnc12	17%
Cc1cc(NC(=O)C(C)(C)C)no1	15%
O=C(c1ccc(Br)o1)N1CCN(c2ccccc2F)CC1	-2%
Cc1nc(N)sc1Cc1ccc2c(c1)OCO2	-3%
OC(COc1ccc2ccccc2c1)CN1CCCC1 (stereo unspecified)	9%
CC(=O)[O-].CC(=O)[O-].O.O.O.[Pb+2]	12%&9%
COCCN1C(=O)c2oc3ccccc3c(=O)c2C1c1ccc(OC)c(OC)c1 (stereo unspecified)	4%
COCCNc1ncnc2ccc(-c3ccoc3)cc12	8%
COc1cc2c(=O)n(CC3CCCO3)c(=O)n(CC(=O)Nc3cccc(Cl)c3)c2cc1OC (stereo unspecified)	-2%
Cc1ccc(Nc2nc(=O)c3cccnc3s2)cc1	-3%
Cc1ccc(C2C(C#N)=C(N)Oc3n[nH]c(-c4cccs4)c32)s1 (stereo unspecified)	-1%
COc1ccccc1CN1CC[C@@]2(CCCN(C(=O)c3cnccn3)C2)C1	0%
CCC(C)(C)n1nnnc1C(c1ccc(N(C)C)cc1)N1CCN(C2CCCCC2)CC1 (stereo unspecified)	-4%
Cc1ccc(S(=O)(=O)N2CCC(C(=O)N[C@@H](C)C(=O)NC3CCCCC3)CC2)cc1	-1%
COC(=O)[C@H](NC(=O)c1cc(-c2ccccc2)nc2ccccc12)c1ccccc1	-1%
Cc1c(Nc2nc3ccccc3nc2N2CCN(c3ccccc3)CC2)c(=O)n(-c2ccccc2)n1C	1%
COc1ccccc1-c1noc(-c2ccco2)n1	-6%
O=C(NCc1ccc2c(c1)OCO2)c1ccc2c(c1)C(=O)N(CC1CCCO1)C2=O (stereo unspecified)	-4%
CCn1c2ccccc2c2cc(NC(=O)C3CCN(S(=O)(=O)c4cccs4)CC3)ccc21	-1%
Cc1ccc(S(=O)(=O)NCCC(=O)OCn2nnc3ccccc3c2=O)cc1	-8%
O=c1cc(CO)oc(CN2CCN(c3ccccc3)CC2)c1O	3%
CCc1nc(SCC(N)=O)c2c(=O)n(C)c(=O)n(C)c2n1	11%
COc1cc(OC)nc(NC(=O)C(C)C)n1	9%
COC(=O)c1ccccc1COn1c(=O)c(C)[n+]([O-])c2ccccc21	-6%
O=C(CSc1nc2ccsc2c(=O)n1NC(=O)c1ccccc1)NCc1ccco1	10%
COc1cc2c(cc1OC)C(c1cc3cc(OC)c(OC)cc3[nH]c1=O)N(C(=O)C1CC1)CC2 (stereo unspecified)	10%
COc1cccc(OCC(O)CN2C(C)CCCC2C)c1 (stereo unspecified)	-3%
CCOCCCNC(=O)C1CCN(S(=O)(=O)c2c(C)noc2/C=C\c2ccc(OC)cc2)CC1	8%
CN1CCN(CC#CCC(O)(c2ccccc2)C2CCCC2)CC1 (stereo unspecified)	-2%
CC(C)(CCc1nc2ccccc2[nH]1)C(=O)O	11%[5.75 µM]
CN1CCc2cc(Cl)c(O)cc2[C@@H](c2ccccc2)C1	-5%
CCOc1ccc(C(=O)N2CCC(C(=O)c3ccc4c(c3)OCCO4)CC2)cc1	0%
